RSV CPE inhibition = RSV antiviral activity via CPE protection, HEp-2 cells, primary 10 µM value included (AID 2391) | HEp-2 cells, RSV-induced CPE inhibition; higher % means a stronger effect | one-dose CPE inhibition, % at 10 µM; IC50 in µM for titrated hits | 0.13% of 310,000 active; in the data active means a potency from the dose series; further: strong numbers were not always called active
b-catenin transl = beta-catenin nuclear translocation modulation. HeLa beta-catenin nuclear translocation, immunofluorescence imaging. nuclear translocation activity, % at 5 µM. 0.3% of 190,000 active;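 active means nuclear translocation activity above 50% at 5 µM, with a well cell count of 50 or more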;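 further: per-cell ratio of nuclear to cytoplasmic median beta-catenin stain intensity; plate controls were DMSO negative control for no effect and GSK-3 inhibitor IX positive control for full effect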
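Technique: fluorescence imaging of beta-catenin antibody stain plus DAPI / Material: human HeLa cell line / Incubation: compound treatment 24 h, 37°C, 5% CO2 / Read-out basis: % activation of per-cell nuclear versus cytoplasmic median beta-catenin signal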
WT yeast gro inh = growth inhibition of WT yeast, mitochondrial fusion screen; mitochondrial fusion phenotypic screen, WT strain; inhibition, % at 10 µM; 2.1% of 190,000 active; AID 1362; in the data active means inhibition above about 58%; tested in S. cerevisiae
Myeloid diff 2 = promotes myeloid progenitor differentiation | ER-HoxA9 myeloid progenitors, lysozyme-GFP differentiation, flow cytometry | calls only at 10 µM | 1% of 360,000 active | AID 624256;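 active means normalized GFP-positive differentiation at or above the plate's own cutoff, the solvent-only control mean plus 3 SD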;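 further: cells exposed to compound for four days before flow analysis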
Rac1 GTP hydrolysis = MgcRacGAP GTPase-activating activity inhibitors, confirmation, biochemical, ADP Hunter fluorescence. MgcRacGAP-stimulated Rac1 GTP hydrolysis, ADP Hunter fluorescence; higher % means a stronger effect; GST-tagged Rac1 F28L mutant substrate. inhibition, % at 30 µM; hits with a dose series show IC50 in µM. 0.6% of 340,000 active. AID 624330;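 active means first-screen hits whose inhibition reached a set limit at any dose in the follow-up dose series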;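 further: fluorescence reports GDP produced by GAP-driven GTP hydrolysis; strong numbers were not always called active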
Salmonella PhoP GFP = PhoP-dependent GFP reporter repression – Salmonella Typhimurium, primary screen (AID 1863); S. Typhimurium PhoP-regulated promoter GFP reporter, 4 h; higher % means a stronger effect; inhibition, % at 50 µM; hits with a dose series show IC50 in µM; 0.16% of 300,000 active;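 active means inhibition over 29.93%, a cutoff 3 SD above the screen mean, later confirmed by dose response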;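 further: 0% = low Mg2+ inducing control and 100% = high Mg2+ repressing control; strong numbers were not always called active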
T cell modulator = T cell immune modulation candidate; 2C CD8+ T cell-vesicle binding, flow cytometry; hits give low values; 0.068% of 330,000 active; calls only at 7 µM;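 active means response, share of CD8 T cells binding vesicles, and their 90th percentile fluorescence all below set limits, cut at about 80% in these data, passing the limit was not always enough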
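Assay system: 2C TCR transgenic mouse naive CD8+ T cells, MACS-purified | Read-out: CD8+ gate FL2 mean fluorescence as % of same-row positive control | Signal: High-throughput flow cytometry with anti-B7-1 and anti-CD8 staining | Timing: Binding step 1.5 h, 37 °C, antibody labelling 20 min, ice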
West Nile virus CPE = West Nile virus antiviral activity, cell-based, CPE readout (AID 1621). West Nile virus-infected cells, CPE inhibition; higher % means a stronger effect. CPE inhibition, % at 10 µM, or IC50 in µM where a hit was titrated. 0.02% of 290,000 active; in the data active means a potency from the dose series; further: strong numbers were not always called active
SV40 large T antigen = TAg ATPase/helicase activity blockers – biochemical (AID 1903); SV40 large T antigen ATPase/helicase inhibition assay; higher % means a stronger effect; one-dose inhibition, % at 20 µM; IC50 in µM for titrated hits; 0.39% of 310,000 active; in the data active means a potency from the dose series; further: strong numbers were not always called active
WT yeast gro inh mutant strain = also measured in WT yeast gro inh; calls as there; inhibition, %; mitochondrial fusion phenotypic screen, mutant strain inhibition
b-catenin transl cell count 5 µM = further read-out of b-catenin transl, marked with its call; cell count; measured here: cell count, cytotoxicity flag
T cell modulator vesicle-bound % = second read-out of T cell modulator, no call of its own (marks repeat the call); double positive events, %; measured here: CD8+ vesicle-bound cell fraction;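 binding gate set so that unloaded-vesicle control wells show 10% double positive cells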
Myeloid diff 2 GFP+ MAC1+ % = recorded beside Myeloid diff 2, whose call it bears; GFP+ MAC1+ double positive, %; measured here: differentiation confirmed by MAC1 staining
* hit, by the source's call.

CC(=O)c1c(C)[nH]c(C(=O)Nc2ccc(Cl)cc2)c1C was read as RSV CPE inhibition 20%, Myeloid diff 2 inactive, Rac1 GTP hydrolysis 10%, Salmonella PhoP GFP -3%, T cell modulator inactive, West Nile virus CPE 0.1%, SV40 large T antigen -4%, T cell modulator vesicle-bound % 55 and Myeloid diff 2 GFP+ MAC1+ % 1.3.
`Cc1ccc(NC2=CC(=O)OC(C)C2)cc1` (centres undefined) gave RSV CPE inhibition 1.4%, b-catenin transl -2.2, WT yeast gro inh 9, Myeloid diff 2 inactive, Rac1 GTP hydrolysis 12%, Salmonella PhoP GFP 1%, T cell modulator inactive, West Nile virus CPE 0.1%, SV40 large T antigen 22%, WT yeast gro inh mutant strain 17, b-catenin transl cell count 5 µM 979, T cell modulator vesicle-bound % 59 and Myeloid diff 2 GFP+ MAC1+ % 0.8.
`CC(C)(C)c1nc(S(=O)(=O)c2ccc(Cl)cc2)c(N2CCOCC2)o1` gave RSV CPE inhibition -1.4%, b-catenin transl -0.3, WT yeast gro inh 10, Myeloid diff 2 inactive, Rac1 GTP hydrolysis 12%, Salmonella PhoP GFP -6%, T cell modulator inactive, West Nile virus CPE -0.1%, SV40 large T antigen 7%, WT yeast gro inh mutant strain 10, b-catenin transl cell count 5 µM 967, T cell modulator vesicle-bound % 24 and Myeloid diff 2 GFP+ MAC1+ % 1.2.
Screening CC(OC(=O)/C(C#N)=C/c1ccc(N(C)C)cc1)C(=O)N(C)c1ccccc1 (centres undefined) returned RSV CPE inhibition 2.7%, Myeloid diff 2 inactive, Rac1 GTP hydrolysis 4%, Salmonella PhoP GFP -30%, T cell modulator inactive, SV40 large T antigen 14%, T cell modulator vesicle-bound % 29 and Myeloid diff 2 GFP+ MAC1+ % 1.6.
O=C(Nc1ccccc1)C1=C[C@H](c2ccc(C(F)(F)F)cc2)C[C@H](OCc2ccc(CO)cc2)O1 was read as RSV CPE inhibition 8.2%, b-catenin transl -2.2, Salmonella PhoP GFP -2%, T cell modulator inactive, West Nile virus CPE 0.3%, SV40 large T antigen 19%, b-catenin transl cell count 5 µM 1214 and T cell modulator vesicle-bound % 36.
Screening O=C(NNC(=O)c1cnccn1)c1ccc(Cl)cc1 returned b-catenin transl -0.8, Myeloid diff 2 inactive, Rac1 GTP hydrolysis 5%, Salmonella PhoP GFP 56%, T cell modulator inactive, West Nile virus CPE 0.0%, SV40 large T antigen 6%, b-catenin transl cell count 5 µM 1335, T cell modulator vesicle-bound % 31 and Myeloid diff 2 GFP+ MAC1+ % 0.5.
`CCCN(CC(=O)Nc1ccccc1C)CC(=O)Nc1ccc(Br)cc1F` gave RSV CPE inhibition 1.7%, Myeloid diff 2 inactive, Salmonella PhoP GFP 13%, T cell modulator inactive, West Nile virus CPE -1.9%, SV40 large T antigen -23%, T cell modulator vesicle-bound % 38 and Myeloid diff 2 GFP+ MAC1+ % 0.8.
For CCC1CSC(Nc2ccc(C(=O)/C=C/c3ccc(Br)cc3)cc2)=N1 (centres undefined) the results were RSV CPE inhibition 22%, WT yeast gro inh 45, Myeloid diff 2 inactive, Rac1 GTP hydrolysis 9%, Salmonella PhoP GFP 24%, T cell modulator inactive, West Nile virus CPE -1.7%, SV40 large T antigen -4%, WT yeast gro inh mutant strain 19, T cell modulator vesicle-bound % 23 and Myeloid diff 2 GFP+ MAC1+ % 0.6.
For CCc1ccccc1NS(=O)(=O)c1cc(C)ccc1OC the results were RSV CPE inhibition 0.3%, b-catenin transl 3.5, WT yeast gro inh 7, Myeloid diff 2 inactive, Rac1 GTP hydrolysis 13%, Salmonella PhoP GFP 8%, T cell modulator inactive, West Nile virus CPE -0.5%, SV40 large T antigen 5%, WT yeast gro inh mutant strain -8, b-catenin transl cell count 5 µM 1233, T cell modulator vesicle-bound % 34 and Myeloid diff 2 GFP+ MAC1+ % 1.0.
`N#CCc1nn(-c2ccccc2)c(N)c1C#N` gave RSV CPE inhibition 2.5%, b-catenin transl -0.5, WT yeast gro inh 3, Myeloid diff 2 inactive, Rac1 GTP hydrolysis 6%, Salmonella PhoP GFP -4%, T cell modulator inactive, West Nile virus CPE -0.1%, SV40 large T antigen 9%, WT yeast gro inh mutant strain 28, b-catenin transl cell count 5 µM 1010, T cell modulator vesicle-bound % 24 and Myeloid diff 2 GFP+ MAC1+ % 0.6.
For CC(C)CN(C(=O)CCc1ccccc1Cl)c1c(N)n(Cc2ccccc2)c(=O)[nH]c1=O the results were RSV CPE inhibition -0.3%, Myeloid diff 2 inactive, Rac1 GTP hydrolysis 9%, Salmonella PhoP GFP -4%, T cell modulator inactive, SV40 large T antigen 9%, T cell modulator vesicle-bound % 24 and Myeloid diff 2 GFP+ MAC1+ % 1.1.
`C(=C\c1ccncc1)/c1ccccc1` gave RSV CPE inhibition -1.1%, b-catenin transl -1.4, Myeloid diff 2 inactive, Rac1 GTP hydrolysis -3%, Salmonella PhoP GFP 0%, T cell modulator inactive, West Nile virus CPE -0.2%, SV40 large T antigen 16%, b-catenin transl cell count 5 µM 1099, T cell modulator vesicle-bound % 41 and Myeloid diff 2 GFP+ MAC1+ % 0.5.
For COc1ccc(-c2nc(C3CCCCC3)no2)cc1OC the results were RSV CPE inhibition 0.3%, b-catenin transl -0.2, WT yeast gro inh 6, Myeloid diff 2 inactive, Rac1 GTP hydrolysis 4%, Salmonella PhoP GFP 4%, West Nile virus CPE 2.0%, SV40 large T antigen 10%, WT yeast gro inh mutant strain 24, b-catenin transl cell count 5 µM 1429 and Myeloid diff 2 GFP+ MAC1+ % 6.2.
Screening COc1ccc(-c2cc(C(=O)Nc3c(F)cc(F)cc3Br)no2)cc1 returned RSV CPE inhibition 3.4%, Myeloid diff 2 inactive, Rac1 GTP hydrolysis 6%, Salmonella PhoP GFP 4%, T cell modulator inactive, West Nile virus CPE -0.6%, SV40 large T antigen 16%, T cell modulator vesicle-bound % 20 and Myeloid diff 2 GFP+ MAC1+ % 0.4.
O=C(COC(=O)CN1C(=O)c2ccccc2C1=O)NC1CCCCC1 was read as RSV CPE inhibition -0.1%, Myeloid diff 2 inactive, Rac1 GTP hydrolysis 7%, Salmonella PhoP GFP 10%, T cell modulator inactive, West Nile virus CPE -0.2%, SV40 large T antigen -6%, T cell modulator vesicle-bound % 30 and Myeloid diff 2 GFP+ MAC1+ % 0.7.
`NS(=O)(=O)c1cc(C(=O)OCC(=O)N2CCc3ccccc3C2)ccc1Cl` gave RSV CPE inhibition 0.2%, Myeloid diff 2 inactive, Rac1 GTP hydrolysis 5%, T cell modulator inactive, T cell modulator vesicle-bound % 42 and Myeloid diff 2 GFP+ MAC1+ % 0.5.
For O=C(NC(=S)Nc1ccc2oc(=O)ccc2c1)c1ccc(-c2cccc(Cl)c2Cl)o1 the results were RSV CPE inhibition 19%, b-catenin transl 1.2, WT yeast gro inh 4, Salmonella PhoP GFP 0%, T cell modulator inactive, West Nile virus CPE 0.3%, SV40 large T antigen 4%, WT yeast gro inh mutant strain -2, b-catenin transl cell count 5 µM 781 and T cell modulator vesicle-bound % 14.
O=C(O)CCc1ccc(-c2ccc(Cl)cc2)o1 was read as RSV CPE inhibition 4.2%, b-catenin transl -8.6, WT yeast gro inh 16, Myeloid diff 2 inactive, Rac1 GTP hydrolysis 12%, Salmonella PhoP GFP 6%, T cell modulator inactive, West Nile virus CPE 0.0%, SV40 large T antigen 28%, WT yeast gro inh mutant strain 13, b-catenin transl cell count 5 µM 1291, T cell modulator vesicle-bound % 36 and Myeloid diff 2 GFP+ MAC1+ % 0.9.
COC(=O)C1C(c2ccc(Br)cc2)Nc2nnc(C(F)(F)F)n2C1(C)O (centres undefined) was read as RSV CPE inhibition 0.5%, b-catenin transl -0.6, WT yeast gro inh -8, Myeloid diff 2 inactive, Rac1 GTP hydrolysis -39%, Salmonella PhoP GFP -8%, T cell modulator inactive, West Nile virus CPE 0.9%, SV40 large T antigen 18%, WT yeast gro inh mutant strain -7, b-catenin transl cell count 5 µM 1001, T cell modulator vesicle-bound % 34 and Myeloid diff 2 GFP+ MAC1+ % 1.0.
Cc1ccc(C(=O)NCC(=O)OCc2c(F)cccc2Cl)cc1 was read as RSV CPE inhibition -0.3%, Myeloid diff 2 inactive, Rac1 GTP hydrolysis 1%, Salmonella PhoP GFP 6%, T cell modulator inactive, SV40 large T antigen 15%, T cell modulator vesicle-bound % 34 and Myeloid diff 2 GFP+ MAC1+ % 0.7.
`O=C(CNC(=O)c1ccccc1F)NNC(=O)c1ccccc1O` gave RSV CPE inhibition -1.9%, Myeloid diff 2 active, Rac1 GTP hydrolysis 6%, Salmonella PhoP GFP -6%, T cell modulator inactive, SV40 large T antigen 4%, T cell modulator vesicle-bound % 10 and Myeloid diff 2 GFP+ MAC1+ % 1.1*.
For CC1S/C(=C(\C#N)C(=O)NCc2ccco2)N(Cc2ccco2)C1=O (centres undefined) the results were RSV CPE inhibition 0.1%, b-catenin transl 0.1, WT yeast gro inh 3, Myeloid diff 2 inactive, Rac1 GTP hydrolysis -4%, Salmonella PhoP GFP -10%, T cell modulator inactive, West Nile virus CPE 1.3%, SV40 large T antigen 32%, WT yeast gro inh mutant strain -12, b-catenin transl cell count 5 µM 1089, T cell modulator vesicle-bound % 14 and Myeloid diff 2 GFP+ MAC1+ % 0.6.
O=S(=O)(Cc1ccccc1)Nc1cccc(F)c1 was read as RSV CPE inhibition 0.0%, Myeloid diff 2 inactive, Rac1 GTP hydrolysis 3%, Salmonella PhoP GFP -1%, T cell modulator inactive, West Nile virus CPE -0.5%, SV40 large T antigen 22%, T cell modulator vesicle-bound % 52 and Myeloid diff 2 GFP+ MAC1+ % 0.3.
`CCOC(=O)N1CCN(C(=O)C(C)N(c2ccc(Oc3ccccc3)cc2)S(C)(=O)=O)CC1` (centres undefined) gave RSV CPE inhibition -1.9%, b-catenin transl 1.3, WT yeast gro inh 5, Rac1 GTP hydrolysis 6%, Salmonella PhoP GFP 7%, T cell modulator inactive, West Nile virus CPE -0.7%, SV40 large T antigen 6%, WT yeast gro inh mutant strain -13, b-catenin transl cell count 5 µM 1011 and T cell modulator vesicle-bound % 31.

As a short view, part of the list above:
For COc1ccc(-c2nc(C3CCCCC3)no2)cc1OC the results were RSV CPE inhibition 0.3%, b-catenin transl -0.2, WT yeast gro inh 6, Myeloid diff 2 inactive, Rac1 GTP hydrolysis 4%, Salmonella PhoP GFP 4%, West Nile virus CPE 2.0%, SV40 large T antigen 10%, WT yeast gro inh mutant strain 24, b-catenin transl cell count 5 µM 1429 and Myeloid diff 2 GFP+ MAC1+ % 6.2.
Screening COc1ccc(-c2cc(C(=O)Nc3c(F)cc(F)cc3Br)no2)cc1 returned RSV CPE inhibition 3.4%, Myeloid diff 2 inactive, Rac1 GTP hydrolysis 6%, Salmonella PhoP GFP 4%, T cell modulator inactive, West Nile virus CPE -0.6%, SV40 large T antigen 16%, T cell modulator vesicle-bound % 20 and Myeloid diff 2 GFP+ MAC1+ % 0.4.

Source: PubChem

Hits appear at their usual frequency (roughly 3.6% active in at least one column).
